Screens as filed in PubChem BioAssay.
Shiga toxin inh = blocks Shiga toxin action in Vero cells; Vero cells, Shiga toxin protein synthesis inhibition reporter; inhibition, % at 38.7 µM; 290,000 compounds, 9.2% hits; AID 2315; in the data active = inhibition mostly above about 28%, no sharp cut-off; inactive = mostly below about 43%; note: 0% is about no effect
Pf growth 96h = P. falciparum growth inhibition at 96 hours; P. falciparum luciferase reporter growth, 96 h; 320,000 compounds, 6.9% hits; Potency, µM (top dose mostly 28.7 µM), inactives show at the top dose activity change, negative = inhibition, actives largely listed as inhibitors; AID 504834; note: potency is the fitted concentration of half-maximal effect; % is set by controls: 0 for no effect and ±100 for the full control effect
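Compounds incubated with erythrocytes infected by luciferase-expressing P. falciparum (2% hematocrit, 0.05% parasitemia final) for 96 hours, 37 C in 5% CO2. Growth inhibition scored as decreased luciferase luminescence.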
CHX counter = counter-screen hit for Shiga toxin inhibitors, cycloheximide; cell reporter, cycloheximide protein synthesis inhibition counterscreen; max response, %; 300,000 compounds, 12% hits; in the data active = max response mostly above about 13%, no sharp cut-off; inactive = mostly below about 14%; note: read at 38.3 µM for the half of the compounds with a filed dose; 0% is about no effect
FBPA Giardia inh = inhibitors of Giardia lamblia fructose-1,6-bisphosphate aldolase; A8B2U2; purified Giardia FBPA; Potency, µM (doses to about 59.6 µM), for the others: at the highest dose activity, negative = inhibition, usual class: inhibitors; 290,000 compounds, 0.71% hits; AID 2451; note: potency is the fitted concentration of half-maximal effect; % is set by controls: 0 for no effect and ±100 for the full control effect; nearly all actives have a fitted effect of over 55% in size
Target sequence (A8B2U2 whole entry, looked up): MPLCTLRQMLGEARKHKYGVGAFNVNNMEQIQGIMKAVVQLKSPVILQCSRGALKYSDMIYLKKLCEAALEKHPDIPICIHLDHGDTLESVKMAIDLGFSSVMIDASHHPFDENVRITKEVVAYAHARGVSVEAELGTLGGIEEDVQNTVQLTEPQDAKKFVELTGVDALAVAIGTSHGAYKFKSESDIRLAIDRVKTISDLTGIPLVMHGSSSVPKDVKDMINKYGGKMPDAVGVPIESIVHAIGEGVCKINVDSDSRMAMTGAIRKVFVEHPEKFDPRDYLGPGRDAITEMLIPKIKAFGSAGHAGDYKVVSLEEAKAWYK
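Giardia FBPA (40 nM reagent) was preincubated 10 min at RT with compound (up to 57.5 uM final), then substrate plus GAPDH/TPI/NAD/arsenate coupling system with diaphorase/resazurin was added; resorufin fluorescence (525/598 nm) was read after 20 min.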
HCV inhibitor = HCV inhibition; Huh7.5.1 HCVcc-Cre infection, luciferase reporter, 44 h; Potency, µM (series often up to 41.8 µM), for the others: at the highest dose activity change, negative = inhibition, actives largely listed as inhibitors; 340,000 compounds, 3.4% hits; AID 651820; note: potency is the fitted concentration of half-maximal effect; % is set by controls: 0 for no effect and ±100 for the full control effect
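Infectious HCVcc-Cre (~0.5 moi) was added to cells just after compound, with cells seeded 4 h earlier at 1,000 per well. Luciferase activity after 44 h culture reported infection; substrate was incubated 15 min at room temperature before reading.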
Pf growth 48h = inhibits P. falciparum growth in the first generation, 48 h; P. falciparum luciferase growth in erythrocytes, 48 h; Potency, µM (titrated, usually from 28.7 µM), inactives show top-dose activity change, negative = inhibition, most hits filed as inhibitors; 310,000 compounds, 5.9% hits; AID 504832; note: potency is the fitted concentration of half-maximal effect; % is set by controls: 0 for no effect and ±100 for the full control effect
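Read-out is firefly luciferase luminescence from an integrated reporter in P. falciparum, so falling signal marks reduced parasite growth. Infected erythrocytes were at 2% hematocrit and 0.1% parasitemia (final) in Albumax-supplemented RPMI 1640.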
* = called active by the depositor; ? = inconclusive; / = not tested or not shown; [ ] = remark or other dose. Unless noted, calls come from the whole dose curve; as a rule, active = well fitted curve in the direction sought with a large enough effect; inconclusive = small, poorly fitted or top-dose-only effect, or another doubt; inactive = no such curve, though single readings can be large; an effect the other way counts as inactive or inconclusive.

SMILES	Shiga toxin inh	Pf growth 96h	CHX counter	FBPA Giardia inh	HCV inhibitor	Pf growth 48h
Cc1cn(-c2cc(C(=O)Nc3ccc(C)c(NC(=O)N4CCNC4=O)c3)cc(C(F)(F)F)c2)cn1	2	-26%	-3	6%	-13%	38%[activator]
COC(=O)/C=C1/N/C(=N\c2nc(C)cc(C)n2)N(c2ccccc2)C1=O	-7	-18%	1	?	-4%	-10%
CN1C(=O)CN=C(c2ccccc2Cl)c2cc(Br)ccc21	/	-28%	1	6%	16%	-21%
CSc1nc(C)cc(/C=C\c2ccccc2)c1C#N	-14	61%[activator]	-3	-1%	14%	-4%
CC(C)CCNC(=O)[C@H](CC(C)C)NC(=O)[C@H]1O[C@@H]1C(=O)O	-3	2.1µM*	-2	6%	1%[8.37 µM]	3.7µM*
COc1ccc2c(c1)CCc1cn3ncc(C#N)c3nc1-2	-9	-58%	-3	-8%	9%	10%
CC1CC(C)CN(C(=O)CNC(=O)Cn2ccc3ccccc3c2=O)C1 (stereo unspecified)	15	29%	1	14%	2%	?
Cc1ccc(C(=O)N2CCN(S(C)(=O)=O)C2)cc1	-12	3%[5.75 µM]	7	5%	2%	17%
COc1cc(C(=O)ON=C2C(C)=CC(=O)C=C2C)cc(OC)c1OC	-9	2%	-1	?	2%	16%
Cc1cccc(N2CCN(C(=O)C3CCN(S(=O)(=O)c4cnc[nH]4)CC3)CC2)c1C	-19	-24%	-3	3%	?	-1%
CCCNc1c(NC(C)=O)c(=O)oc2ccccc12	-11	51%[activator]	8	-1%	10%	16%
COc1nc(Nc2ccc([N+](=O)[O-])cc2)nc(NC(C)C)n1	-1	-8%	2	1%	-11%	?
CCCCNC(=S)N/N=C1\CCCCc2ccccc21	18	9.3µM*	-5	6%	-18%	?
O=C(C(=O)N1CCCc2ccccc21)N1CCCc2ccccc21	-10	?	1	-5%	12%	2%
CN=C1c2cc3cc(OC)ccc3n2CCN1Cc1ccccc1	-6	?	-1	2%	-29%	/
CN(C(=O)NC1CCCCC1)c1ccccc1	-11	3%	-3	1%	11%	-1%
CCOC(=O)c1cc(C)sc1NC(=O)C(c1ccccc1)c1ccccc1	9	?	8	-5%	?	?
O=C(CSc1nnc(-c2ccncc2)n1Cc1ccccc1)NCCc1ccccc1	-5	?	8	7%	10%	/
CCNc1nc(OC)nc(N(OC)S(=O)(=O)c2ccc(C)cc2)n1	-6	-2%	-6	-6%	-7%	-3%[0.00184 µM]
CC(C)(CNc1ccc(C(F)(F)F)cc1[N+](=O)[O-])N1CCOCC1	7	5.9µM*	-1	/	-29%	9.3µM*
Cc1c(C(=O)NCc2cccs2)oc2ccc(Br)cc12	40	/	30*	1%	-2%	51%[activator]
Cc1ccccc1Cn1cc(NC(=O)c2cc3nc(-c4ccco4)cc(C(F)(F)F)n3n2)cn1	-9	50%[activator]	1	2%	10µM*	?
Cc1[nH]c(=O)[nH]c(=O)c1Sc1ccccc1[N+](=O)[O-]	-5	-4%	-3	4%	1%	16%
CCc1c(C(=O)NNC(=S)Nc2ccc(S(=O)(=O)Nc3ncccn3)cc2)csc1C	9	?	-3	?	11%	-2%
Cc1cc(C)cc(Nc2cnn(C34CC5CC(CC(CC(=O)O)(C5)C3)C4)c(=O)c2Cl)c1	-6	/	11	1%	3%	?

Going on with the list:
SMILES	Shiga toxin inh	Pf growth 96h	CHX counter	FBPA Giardia inh	HCV inhibitor	Pf growth 48h
COC(=O)c1ccc(C(=O)OC)c(NS(=O)(=O)c2ccc(NC(C)=O)cc2)c1	-1	14%	-3	11%	-19%	14%
Cn1ncc(Br)c1C(=O)N/N=C/c1ccc(OS(=O)(=O)c2ccccc2)cc1	8	-2%	6	-11%	-17%	7%
O=C(CSCc1ccc(F)cc1)NCc1cccs1	33	-19%	18	0%	18%	21%
COC(=O)[C@@H]1CC[C@H](C)[C@@H](c2ccc(C)cc2)N1C(=O)c1ccc(/C=N/O[C@@H](C)c2cn([C@H](CO)Cc3ccccc3)nn2)cc1	-7	4.7µM*	-2	-6%	-9%[8.37 µM]	3.7µM*
O=C(Cn1cnc2cc(Cl)ccc2c1=O)Nc1ccc2c(c1)OCO2	1	?	5	3%	1%	21%
O=C(CNS(=O)(=O)/C=C/c1ccccc1)OCC(=O)N1CCC(Cc2ccccc2)CC1	-11	2%	2	12%	21%	/
Cc1cc(CN(C)Cc2cn(C)nc2-c2ccc(Oc3ccccc3)cc2)on1	22	?	1	-8%	?	?
O=C(NCCCc1ccccc1)N1CCOCC1	-8	2%	-3	0%	-3%	13%
Cc1c(-c2ccccc2)[n+](=O)c(-c2ccc(Cl)cc2)c(C)n1[O-]	-13	?	-6	4%	1%	-3%
COc1cc(NC(=O)c2ccc(C)cc2C)ccc1NC(=O)c1cccs1	21	70%[activator]	27	-1%	?	16%
CCC1CCCCN1CCCNC(=O)COc1cc(=O)n(C)c2ccccc12 (stereo unspecified)	4	61%[activator]	2	-12%	-1%	5%
COc1ccccc1-n1c(C)nnc1SCC(=O)Nc1cc(C)cc(C)c1	2	-3%[5.75 µM]	0	15%	-9%	?
O=C(NCc1ccccc1)c1cccc(OCC(=O)N2CCN(C(=O)c3ccco3)CC2)c1	4	/	10	-10%	-9%	-26%
CN(C)c1ccc(/C=C(\NC(=O)c2ccccc2)C(=O)N/N=C/c2ccc(C(=O)O)cc2)cc1	-3	1%	-3	-7%	0%	9%
O=C(NCCCNC(=O)c1ccc(Cl)cc1Cl)c1ccccn1	-6	14%	-3	6%	21%	21%
CCCn1cnc2scc(-c3ccc(C)c(C)c3)c2c1=O	-7	10µM*	-2	-1%	-21%	2%
O=C(O)CCC(=O)Nc1ccccc1C(=O)NCCc1ccccc1	73*	125%[activator]	45*	-1%	23%	60%[activator]
Cc1ccc(Cn2nnc3c(=O)n(CC(=O)NCc4ccco4)cnc32)cc1	6	11%	2	3%	-20%	-17%
Cc1ccc(S(=O)(=O)N(C)C)cc1NC(=S)N(CCC#N)Cc1cccnc1	-10	-11%	-9	0%	-6%	10%
O=C(Nc1cc(C(F)(F)F)ccc1Cl)c1ccncc1	-9	-4%	-7	-3%	6%	20%
CC(=O)Nc1ccc(S(=O)(=O)N2CCN=C2C)cc1	-3	-2%	1	-1%	-4%	19%
c1ccc2c(c1)Nc1ccncc1S2	-2	?	16	?	?	15µM*
CCOC(=O)c1cccc(N2C(N)=NC(N)=NC2(C)C)c1	61	8%	-4	1%	-6%	?
C=CCOn1c(=O)c(-c2cc3ccccc3o2)[n+]([O-])c2ccccc21	120*	?	38*	-4%	6%	?
Cc1nc2nc(-c3ccc(Cl)cc3)[nH]n2c(=O)c1Cc1ccccc1	-5	23%	8	-3%	13%	33%[activator]

Whole records from above:
Record of `O=C(NCCCNC(=O)c1ccc(Cl)cc1Cl)c1ccccn1` → Shiga toxin inh = -6; Pf growth 96h = 14%; CHX counter = -3; FBPA Giardia inh = 6%; HCV inhibitor = 21%; Pf growth 48h = 21%
Record of `O=C(NCCCc1ccccc1)N1CCOCC1` → Shiga toxin inh = -8; Pf growth 96h = 2%; CHX counter = -3; FBPA Giardia inh = 0%; HCV inhibitor = -3%; Pf growth 48h = 13%

Further results.
SMILES	Shiga toxin inh	Pf growth 96h	CHX counter	FBPA Giardia inh	HCV inhibitor	Pf growth 48h
CC(C)(C)C(=O)c1cn(CC(=O)NCc2ccc3c(c2)OCO3)c2ccccc12	36	?	11	-4%	-20%	/
CC(OC(=O)CC(C)c1ccccc1)C(=O)Nc1ccc(Cl)cn1 (stereo unspecified)	/	22%	/	/	-11%	?
O=C(Nc1c(-c2ccccc2)nc2ncccn12)c1cc2ccccc2oc1=O	-18	6%	36*	1%	6%	5%
CC1(C)SC2c3ccccc3C(=O)N2[C@@H]1C(=O)NCc1ccco1 (stereo partly specified)	-4	5.2µM*	-3	1%	11%	/
CN(C)S(=O)(=O)c1cccc(NC(=O)COC(=O)CNC(=O)c2cccc([N+](=O)[O-])c2)c1	16	31%[activator]	-1	5%	15%	68%[activator]
Cc1ccc(NS(=O)(=O)c2ccc(C)c(NC(=O)COc3ccc4ccccc4c3)c2)c(C)c1	31	?	8	-12%	?	?
O=C1c2ccccc2C(=O)N1CCCc1nc(-c2cccnc2)no1	-6	-1%[5.75 µM]	-4	0%	19%	8%
COc1ccc(/C=N/NC(=O)c2ccccc2Cl)cc1CSc1nc2ccccc2s1	16	-25%	0	-5%	?	/
Cc1c(C)c2c(OCC(=O)NCC(C)C)cc3c(c2oc1=O)CCC(C)(C)O3	-5	?	-1	-1%	?	8.3µM*
Cc1cc(-c2ccccc2)n(-c2ccccc2)n1	94*	12%	40*	-2%	-10%	39%[activator]
Cc1cc(C)cc(NC(=O)C(OC(=O)c2sccc2C)c2ccccc2)c1 (stereo unspecified)	21	?	1	7%	1%	?
COC(=O)CSC1=C(C#N)C(c2ccc(C)cc2)C2=C(CCCC2=O)N1 (stereo unspecified)	-16	?	-4	-17%	?	-12%
COc1ccc(C(=O)O/N=C(\N)c2ccc(Cl)cc2)cc1	88*	?	37*	-1%	?	-26%
O=C(c1ccc(Br)o1)N1CCN(c2ncccn2)CC1	-3	?	-1	0%	14%	/
Cc1c(C(=O)Nc2ccc(N3CCOCC3)cc2)oc2ccccc12	97*	8%	40*	-7%	-28%	55%[activator]
CCC(=O)Nc1ccc(S(=O)(=O)N2CCN(c3ccc(F)cc3)CC2)cc1	-15	?	-4	1%	13%	3%
O=C(O)CCSc1nc2ccccc2n1-c1ccccc1	17	55%[activator]	6	16%	7%	/
Cc1ccccc1NS(=O)(=O)c1nnc(NC(=O)CC(C)C)s1	-5	0%	12	17%	11%	-18%
COc1cccc(CNS(=O)(=O)c2cc3c(cc2C)NC(=O)CO3)c1	12	41%[activator]	-2	0%	-4%	13%
Fc1ccc(CNC(=S)Nc2ccccc2F)cc1	-8	-14%	1	-2%	2%	16%
COc1cccc(-c2nnc(NC(=O)c3ccc(S(=O)(=O)N(CC(C)C)CC(C)C)cc3)o2)c1	5	1.7µM*	-5	?	-12%	-6%
COc1ccc(S(=O)(=O)N(CC(=O)Nc2ccc(S(=O)(=O)N3CCOCC3)cc2)Cc2ccc(F)cc2)cc1	-9	?	-2	-4%	?	15µM*
O=C(N/N=C\c1ccc[nH]1)c1cncc(Br)c1	-2	18%	1	-27%	14%	38%[activator]
COc1ccc(OC)c(S(=O)(=O)n2nc(-c3ccccc3)cc2N)c1	-5	?	-2	-7%	-25%	/
COc1ccc(N2C(=O)C(F)(F)C2c2cccc(F)c2)cc1 (stereo unspecified)	-2	15%	1	5%	24%	13%
O=C(Cc1ccc(Cl)cc1Cl)Nc1ccncc1	-16	?	8	10%	8.9µM*	?
CCOC(=O)c1sc(NC(=O)c2ccc(S(=O)(=O)N3CCOCC3)cc2)nc1-c1ccccc1	8	-23%	-2	-4%	?	-3%
O=C(C[n+]1cccc(CNC(=O)c2ccc(OC(F)F)cc2)c1)Nc1ccccc1Cl	-14	?	-1	-4%	-6%	13µM*
CCOC(=O)c1c(NC(=O)Cn2c(C)nc3ccccc32)sc2c1CCC2	-11	?	-2	0%	?	?
COc1ccc(CCN2C(=O)NC(NS(=O)(=O)c3ccc(N)cc3)(C(F)(F)F)C2=O)cc1OC (stereo unspecified)	19	24%	-3	3%	3%	3%

Reprinted at random: 4 records from the list, in no set order.
SMILES	Shiga toxin inh	Pf growth 96h	CHX counter	FBPA Giardia inh	HCV inhibitor	Pf growth 48h
COc1ccc(/C=N/NC(=O)c2ccccc2Cl)cc1CSc1nc2ccccc2s1	16	-25%	0	-5%	?	/
Cc1c(C)c2c(OCC(=O)NCC(C)C)cc3c(c2oc1=O)CCC(C)(C)O3	-5	?	-1	-1%	?	8.3µM*
O=C1c2ccccc2C(=O)N1CCCc1nc(-c2cccnc2)no1	-6	-1%[5.75 µM]	-4	0%	19%	8%
COc1ccc(S(=O)(=O)N(CC(=O)Nc2ccc(S(=O)(=O)N3CCOCC3)cc2)Cc2ccc(F)cc2)cc1	-9	?	-2	-4%	?	15µM*
